CTSL1 counter: Fasciola hepatica cathepsin L1 inhibitors, primary screen, counter-screen for PFM18AAP inhibitor project, biochemical, QFRET, fluorogenic peptide substrate. AID 1906, 2009. 300,000 compounds, 0.49% hits. inhibition, % at 5.96 µM. recombinant F. hepatica cathepsin L1, Z-Leu-Arg-MCA fluorescence;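 active = inhibition above the mean of all tested compounds plus 3 SD, set per screening campaign, cut at about 17% in these data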;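 note: 0% = plate median of test compound wells and 100% = 1 µM Z-Phe-Ala-diazomethylketone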
ZTA counter: blocks Epstein-Barr virus ZTA, an EBNA-1 counter-screen; 320,000 compounds, 0.15% hits; inhibition, % at 11 µM; ZTA-DNA binding, fluorescence polarization; in the data active = inhibition above about 33%
Target sequence (P03206 whole entry, looked up): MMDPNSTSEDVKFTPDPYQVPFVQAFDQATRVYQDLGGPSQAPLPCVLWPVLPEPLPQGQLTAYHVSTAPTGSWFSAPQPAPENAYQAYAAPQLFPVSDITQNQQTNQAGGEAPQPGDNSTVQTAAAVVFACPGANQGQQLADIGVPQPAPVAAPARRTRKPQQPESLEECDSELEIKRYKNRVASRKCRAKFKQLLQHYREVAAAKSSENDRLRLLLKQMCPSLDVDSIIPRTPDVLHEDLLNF
TPT1 inh: Candida albicans TPT1 enzyme inhibitors, primary screen, biochemical, fluorescence polarization; tRNA 2'-phosphotransferase TPT1 (Candida albicans SC5314); recombinant caTPT1, FP RNA substrate dephosphorylation; inhibition, % at 5 µM; 300,000 compounds, 0.81% hits;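 active = inhibition above the mean of all tested compounds plus 3 SD, set per screening campaign, cut at about 24% in these data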;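 note: plate controls were DMSO alone for no effect and ferristatin control at 100 nM for full effect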
PP1 inh: PP1-alpha phosphatase inhibitors, primary screen, counter-screen for PP5 inhibitor project, biochemical, fluorescence, OMFP substrate, single point; Serine/threonine-protein phosphatase PP1-alpha catalytic subunit (Homo sapiens), P62136; purified PP1alpha; inhibition, % at 6.7 µM; 320,000 compounds, 0.9% hits; AID 2235, 2010;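 active = inhibition above the mean inhibition of all tested compounds plus 3 SD, computed separately for each screening campaign, cut at about 15% in these data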
Target sequence (P62136 whole entry, looked up): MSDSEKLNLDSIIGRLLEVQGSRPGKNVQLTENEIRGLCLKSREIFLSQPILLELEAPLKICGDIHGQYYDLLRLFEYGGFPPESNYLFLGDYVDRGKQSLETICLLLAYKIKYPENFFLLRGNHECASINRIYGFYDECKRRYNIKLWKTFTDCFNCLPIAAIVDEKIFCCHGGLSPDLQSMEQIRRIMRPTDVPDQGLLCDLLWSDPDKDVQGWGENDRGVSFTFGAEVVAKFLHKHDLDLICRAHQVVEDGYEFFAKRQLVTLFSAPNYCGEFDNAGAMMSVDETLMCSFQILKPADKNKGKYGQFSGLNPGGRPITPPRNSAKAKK
CR mimetic SO: reduction of superoxide in aged yeast, primary screen, HTS; superoxide response (% of plate mean), % at 10 µM; 330,000 compounds, 0.18% hits; AID 2690, 2010; S. cerevisiae aged cells, superoxide DHE fluorescence; hits give low values;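 active = superoxide response under a set limit, about three screen SD below normal, cut at about 65% in these data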;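 note: yeast aged for seven days with compound at 30 °C before DHE staining; 100% = average MFI of all compound-treated wells on the plate with controls excluded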
PP5 primary: PP5 phosphatase inhibitors, primary screen, biochemical, fluorescence | 320,000 compounds, 0.18% hits | Serine/threonine-protein phosphatase 5 (Homo sapiens), P53041 | purified PP5c, OMFP substrate fluorescence | inhibition, % at 6.7 µM;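 active = inhibition above the campaign's mean inhibition across all tested compounds plus 3 SD, cut at about 9.5% in these data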;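 note: 0% = DMSO only and 100% = 100 µM cantharidin control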
core dimer inh: inhibitors of HCV core protein dimerization, primary screen, biochemical, TR-FRET, high-throughput; TR-FRET GST/Flag-core106 dimerization, 1536-well; inhibition, % at 5 µM; 300,000 compounds, 0.33% hits; AID 1899, 2009;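 active = inhibition above the mean of all tested compounds plus 3 SD, set per screening campaign, cut at about 45% in these data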
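Assay system – GST-tagged and Flag-tagged HCV core protein residues 1-106 · Quantity – core106 proteins, GST 13.5 nM and Flag 17 nM · Benchmarks – unlabelled core106 and no-GST-core106 wells · Read-out basis – percent inhibition of core106 dimerization signal · Detection – time-resolved FRET, ex 340 nm, em 617 and 671 nm · Schedule – 4 h at 22.5 °C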
EBNA-1 inh: EBNA-1 DNA-binding inhibitors, primary screen, biochemical, fluorescence polarization. inhibition, % at 14.8 µM. 300,000 compounds, 0.34% hits. AID 1950, 2009; in the data active = inhibition above about 28%
JMJD2C inh: inhibitors of GASC-1 histone demethylase, primary screen, biochemical, fluorescence, DELFIA europium; Lysine-specific demethylase 4C (Homo sapiens), Q9H3R0; GST-JMJD2C(1-420) H3K9me3 demethylation; inhibition, % at 2.35 µM; 330,000 compounds, 0.069% hits;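 active = more than half of a compound's replicate wells show inhibition beyond 50%, single wells judged on their own value; inconclusive = some, but no more than half, of replicates pass 50% inhibition; inactive = no replicate passes 50% inhibition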;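 note: signal counts dimethyl H3K9 product captured on neutravidin plate; 0% = median of DMSO wells and 100% = 0.3 times that DMSO median; strong numbers were not always called active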
Target sequence (Q9H3R0 1-420 limits assumed): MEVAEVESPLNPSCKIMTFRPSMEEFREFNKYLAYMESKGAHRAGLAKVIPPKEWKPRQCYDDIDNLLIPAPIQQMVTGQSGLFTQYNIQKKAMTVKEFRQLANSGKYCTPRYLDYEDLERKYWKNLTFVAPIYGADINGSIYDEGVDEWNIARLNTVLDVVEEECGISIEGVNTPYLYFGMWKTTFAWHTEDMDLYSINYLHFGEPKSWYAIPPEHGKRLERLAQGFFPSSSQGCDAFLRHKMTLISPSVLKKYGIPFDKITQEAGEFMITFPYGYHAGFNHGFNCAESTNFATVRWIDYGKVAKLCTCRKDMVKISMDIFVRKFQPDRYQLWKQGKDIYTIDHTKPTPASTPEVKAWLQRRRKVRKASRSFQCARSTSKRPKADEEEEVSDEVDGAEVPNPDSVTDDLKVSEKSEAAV
An asterisk follows results filed as active; ? = inconclusive; / = not tested or not shown; & = joins results of further samples.

SMILES | CTSL1 counter | ZTA counter | TPT1 inh | PP1 inh | CR mimetic SO | PP5 primary | core dimer inh | EBNA-1 inh | JMJD2C inh
Cc1ccc(-c2ccc(/C=N/O)o2)cc1[N+](=O)[O-] | 7 | -18 | 0 | -4 | 104 | -5.2 | -4 | -4 | -6
O=C1/C(=C/c2cccc(F)c2)Oc2cc(O)ccc21 | 1 | -2 | 24 | 2 | 75 | 3.3 | 3 | 4 | 11
OCCCc1nc2ccccc2n1CCc1ccccc1 | -3 | -2 | 0 | -7 | 117 | 3.8 | -2 | -8 | -8
COc1cc(C=C2C(=O)c3ccccc3C2=O)ccc1O | -2 | -2 | 4 | -2 | 97 | 1.2 | -4 | -3 | -2
C/C(CC(=O)Nc1ccc(C)c(Cl)c1)=N\NC(=O)Cc1cnc(N)s1 | -4 | 17 | -1 | -3 | 119 | -3.5 | 1 | 5 | -8
CC(C)c1nnc(NC(=O)CCS(=O)(=O)c2nc(-c3cccs3)cc(C(F)(F)F)n2)s1 | 4 | -4 | 0 | -5 | 100 | 3.3 | 5 | 2 | ?
COCCN(C(=O)CSc1nnc(-c2cccc(C)c2)n1C)c1c(N)n(Cc2ccccc2)c(=O)[nH]c1=O | 1 | -3 | 5 | -7 | 115 | -2.0 | 4 | 1 | /
O=C(CNc1cccc(S(=O)(=O)N2CCCCC2)c1)Nc1cccc(F)c1 | 5 | -7 | -2 | -5 | 100 | 4.1 | 2 | -6 | -3
Cc1ccc(S(=O)(=O)Cc2ccc(C(=O)NCCCN3CCN(C)CC3)o2)cc1 | -1 | 0 | -1 | 1 | 100 | 3.0 | -2 | -4 | -4
Brc1cccc(Cn2c(-c3cncs3)nc3ccccc32)c1 | -2 | -7 | -1 | 7 | 107 | 2.8 | 0 | 0 | -19
Cc1ccc(S(=O)(=O)N2CCN(CC(=O)N/N=C/c3ccc(Br)s3)CC2)cc1 | 3 | -4 | 2 | 0 | 96 | 1.1 | -3 | -2 | 4
NC[C@@H]1O[C@H](C23CC4CC(CC(C4)C2)C3)Cc2c1ccc(O)c2O | -3 | -2 | 2 | 1 | 108 | 1.8 | -7 | -11 | 9
COc1ccccc1NC(=O)Cn1cnc2sc(C(=O)NCc3ccco3)c(C)c2c1=O | 0 | -22 | -1 | 1 | 113 | 4.0 | -3 | 2 | -10
COc1ccccc1Cn1nnc2c(=O)[nH]c(C3CCN(C(=O)c4ccc(F)cc4)CC3)nc21 | 1 | -3 | -2 | 0 | 95 | 2.8 | 2 | -5 | 7
CC(=O)Nc1ccc(NC(=O)C(C)OC(=O)/C=C/c2cnc3ccccc3n2)cc1 (configuration not stated) | -5 | -7 | -1 | -1 | 120 | 0.2 | 0 | -9 | 28
CCCN(CCC)Cc1c(C(=O)N/N=C/C(C)=C\c2ccco2)nnn1-c1nonc1N | 7 | -11 | 2 | 6 | 90 | 8.2 | 27 | -8 | 7
CCCC(CCC(=O)OC)(C(=O)OCC)c1csc(N)n1 (configuration not stated) | 2 | 4 | -4 | 0 | 95 | -1.6 | -3 | 0 | 6
Cc1noc(C)c1CSc1nnc(-c2c[nH]c3ccccc23)n1-c1ccc(Cl)cc1 | -2 | 0 | 3 | -2 | 104 | -1.0 | 12 | 5 | -23
CCCNC(=O)c1ccc2c(c1)C1C3CCC(C3)C1C(c1ccccc1)N2 (configuration not stated) | 8 | -14 | 1 | 3 | 88 | 6.0 | 6 | 15 | -13
Cc1cc2nc(SCCOC(=O)Nc3ccc(Cl)cc3)nc(C)c2cc1C | 0 | -10 | -2 | -3 | 97 | 0.1 | 2 | 3 | 25

Continued, overlapping the part above by three compounds.
SMILES | CTSL1 counter | ZTA counter | TPT1 inh | PP1 inh | CR mimetic SO | PP5 primary | core dimer inh | EBNA-1 inh | JMJD2C inh
Cc1noc(C)c1CSc1nnc(-c2c[nH]c3ccccc23)n1-c1ccc(Cl)cc1 | -2 | 0 | 3 | -2 | 104 | -1.0 | 12 | 5 | -23
CCCNC(=O)c1ccc2c(c1)C1C3CCC(C3)C1C(c1ccccc1)N2 (configuration not stated) | 8 | -14 | 1 | 3 | 88 | 6.0 | 6 | 15 | -13
Cc1cc2nc(SCCOC(=O)Nc3ccc(Cl)cc3)nc(C)c2cc1C | 0 | -10 | -2 | -3 | 97 | 0.1 | 2 | 3 | 25
CCOc1cc(NC(=S)NCc2ccco2)c(OCC)cc1NC(=O)CC(C)C | 0 | 8 | 4 | -4 | 101 | -1.3 | 6 | 10 | -1
C/C(=N\NS(=O)(=O)c1ccccc1)c1ccccc1 | 0 | -7 | -1 | -1 | 96 | 2.9 | 3 | -14 | 3
CCCCNC(=S)NNC(=O)c1csc(CC)c1 | -4 | -7 | 3 | -3 | 116 | 0.7 | 0 | -14 | -3
Cc1cccc(NC(=O)CSCC(=O)N=c2sccn2C)c1 | 0 | 3 | 2 | -4 | 98 | -1.9 | 0 | -4 | -3
COC(=O)CSc1nc(-c2ccccc2)cc(-c2ccco2)c1C#N | 4 | -3 | 1 | -1 | 102 | -1.2 | 15 | -1 | 3
CCCCC1=NC2(CCCC2)C(=O)N1Cc1ccc(-c2ccccc2-c2nn[nH]n2)cc1 | -1 | 18 | -5 | 2 | 98 | -0.2 | 16 | 10 | 3
COc1ccc(S(=O)(=O)NCCSC(C)(C)C)cc1Cl | 1 | 15 | -1 | -4 | 102 | -0.2 | 1 | 2 | 3
Cc1ccc2c(c1)C=CC(C)N2C(=O)c1ccccc1 (configuration not stated) | -5 | -3 | 4 | -1 | 97 | 3.8 | -2 | 0 | -6
CCOC(=O)C1=C(C)Nc2nnnn2C1c1ccc(OC)c(Br)c1 (configuration not stated) | 2 | 6 | -1 | -3 | 69 | 1.0 | -6 | 6 | 13
CCOc1ccccc1C1N(c2ccc(F)cc2)C(=O)C2CCCN21 (configuration not stated) | 1 | -1 | -2 | 0 | 91 | 0.9 | 0 | 6 | -5
COc1cc(O)c(CCC(=O)c2cc(OC)c(OC)c(OC)c2)c(OC)c1 | 0 | 0 | -2 | -3 | 93 | 0.1 | 0 | 2 | 5
CCOc1ccccc1C(=O)N1CCN=C1SC | -1 | 7 | -3 | -3 | 105 | -1.0 | -2 | 3 | 2
Cc1sc(NC(=O)C2CC(Cl)=CCC2C(=O)O)c(C#N)c1C (configuration not stated) | -2 | 1 | 3 | 0 | 117 | 0.9 | -4 | -13 | -6
CC(=O)c1cccc(NS(=O)(=O)c2ccc(N/C=C\C(=O)c3ccc(F)cc3)cc2)c1 | 6 | 13 | 3 | 4 | 88 | 6.5 | 31 | 3 | 2
Cc1cc(C)nc(N2CCCC(C(=O)NCCc3cccc(F)c3)C2)n1 (configuration not stated) | 3 | 6 | -2 | -4 | 76 | 1.1 | 4 | 22 | -4
CNCCCOc1cccc(Oc2ccccc2)c1 | -1 | -2 | -4 | -1 | 110 | 2.4 | -6 | 3 | -8
CC(C)c1ccccc1OCC(=O)Nc1ccccc1C(=O)N1CCOCC1 | -1 | 8 | -1 | -1 | 114 | 3.5 | 4 | -1 | 5
O=C(Nc1ccccc1O)c1cccc(NC(=O)c2ccco2)c1 | 0 | 4 | -1 | 1 | 100 | 2.0 | 6 | 12 | -4
COc1ccc(N2CCN(c3nc4c(C)cccn4c(=O)c3/C=C(\C#N)C(N)=O)CC2)cc1 | -6 | -7 | -1 | 0 | 86 | 2.0 | 0 | -5 | -7
CCC(Sc1nnnn1-c1ccccc1)C(=O)Nc1nc2ccccc2s1 (configuration not stated) | 0 | -6 | -2 | 3 | 106 | 3.8 | 14 | -4 | 26
Cc1ccc(Cn2ncc(C)c2N)o1 | -3 | 9 | -1 | -4 | 84 | 2.5 | 1 | 8 | 14
Oc1oc(-c2ccccc2)nc1C=Nc1ccccc1 | 3 | 16 | 3 | -3 | 94 | 0.0 | -4 | 9 | 12
Cc1nnc(NCc2ccncc2)c2ccccc12 | -2 | 3 | 0 | 11 | 96 | 2.0 | 5 | -2 | 7
Cc1ccc2oc(C(=O)N3CCN(CC(=O)NC(C)C)CC3)c(C)c2c1 | 3 | -18 | -2 | 2 | 120 | 4.2 | -4 | -4 | ?
O=C(CSc1nnc2sc3ccccc3n12)NCc1ccc2c(c1)OCO2 | 0 | 10 | -2 | -1 | 102 | 0.6 | 5 | 7 | 2&0
Cc1cc(C)n(CCCNC(=O)c2ccc(C)c(S(=O)(=O)N3CCOCC3)c2)n1 | -4 | 2 | -1 | -2 | 95 | 0.0 | -5 | 11 | -3
Cc1ccc(-c2nc3ncccc3o2)cc1NC(=O)c1ccccc1 | -1 | -2 | 1 | -2 | 107 | 1.1 | 0 | 0 | 2
Cc1ccc(C)c(OCc2cc(C(=O)N3C[C@@H](C)O[C@@H](C)C3)no2)c1 | 1 | -11 | 1 | -3 | 97 | 3.1 | 1 | 3 | -3
CCC(=O)c1cn(CC(=O)Nc2ccccc2F)c2ccccc12 | -2 | -3 | 4 | -3 | 113 | 0.2 | -4 | -10 | /
O=C(NCc1cccs1)NC1CCCCC1 | -10 | 0 | 1 | -1 | 109 | 4.9 | 0 | 8 | 3
CCc1nnc(NC(=O)CSc2nc3ccccc3s2)s1 | 2 | 3 | -2 | 2 | 103 | -1.5 | 4 | 9 | -8
N#Cc1ccc(NC(=O)Nc2ccc(Cl)cc2)cc1 | 3 | -10 | -1 | 12 | 100 | 3.8 | -10 | 11 | 3
COc1ccc(N2CCN(CCCNC(=O)CCC(=O)N3CCOc4ccc(Cl)cc43)CC2)cc1 | 4 | -2 | 1 | -2 | 105 | 1.9 | 1 | 2 | 0
COc1cc(C)ccc1OCC(=O)Nc1ccccc1N1CCOCC1 | / | 12 | / | 0 | 100 | 1.0 | / | / | 7
CCCOc1ccc2oc(=O)c3c(c2c1)CCCN3C(=O)CN1CCN(C(=O)c2ccco2)CC1 | 2 | 10 | 2 | -4 | 108 | -1.7 | 6 | 9 | -2
COc1ccc(C(CC(=O)Nc2ncccc2C)N2Cc3ccccc3C2=O)cc1OC (configuration not stated) | -1 | -3 | 2 | -5 | 109 | 2.9 | 2 | -10 | -11
Cc1ccc(Nc2nnc(SCc3ccccc3)s2)cc1 | 3 | 10 | -4 | -1 | 89 | 0.6 | 12 | 5 | 9
O=C1CCCC2=C1C(c1ccc(Cl)cc1)C1C(=O)c3ccccc3C1=N2 (configuration not stated) | -4 | 4 | -2 | -1 | 98 | 1.4 | -10 | -1 | 8
CCOc1ccc(NC(=O)COc2ccc(C(=O)NC(C)c3ccc(S(N)(=O)=O)cc3)cc2OC)cc1 (configuration not stated) | 2 | -4 | -1 | -1 | 88 | 1.6 | 3 | 1 | -28
O=C(COc1ccc(Cl)cc1)NN=C1CCCCCCC1 | 8 | 0 | 1 | 0 | 98 | 3.0 | 5 | 6 | 14
C#CCOCCOCCOCCNc1nc(N2CCN(C(=O)CCCCCCCCCCNC(=O)[C@H]([C@@H](C)CC)n3cc(CCCCCN)nn3)CC2)nc(N2CCN(C(=O)CCCCCCCCCCNC(=O)[C@H](CO)n3cc(CCCCCN)nn3)CC2)n1 | 2 | -2 | -2 | 53* | 109 | 4.7 | 7 | -15 | -13

Compound activity: PubChem BioAssay, several laboratories
